From PubChem BioAssay
STK33 inh: human STK33 kinase inhibition; purified STK33, MBP phosphorylation, ADP-Glo luminescence; Q9BYT3; actives 0.073% (n = 320,000); inhibition, % at 10 µM; AID 2661;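 active means inhibition at or above 25%, using the most active replicate where run in duplicate; inactive means inhibition below 25%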
Target sequence (Q9BYT3 whole entry, looked up): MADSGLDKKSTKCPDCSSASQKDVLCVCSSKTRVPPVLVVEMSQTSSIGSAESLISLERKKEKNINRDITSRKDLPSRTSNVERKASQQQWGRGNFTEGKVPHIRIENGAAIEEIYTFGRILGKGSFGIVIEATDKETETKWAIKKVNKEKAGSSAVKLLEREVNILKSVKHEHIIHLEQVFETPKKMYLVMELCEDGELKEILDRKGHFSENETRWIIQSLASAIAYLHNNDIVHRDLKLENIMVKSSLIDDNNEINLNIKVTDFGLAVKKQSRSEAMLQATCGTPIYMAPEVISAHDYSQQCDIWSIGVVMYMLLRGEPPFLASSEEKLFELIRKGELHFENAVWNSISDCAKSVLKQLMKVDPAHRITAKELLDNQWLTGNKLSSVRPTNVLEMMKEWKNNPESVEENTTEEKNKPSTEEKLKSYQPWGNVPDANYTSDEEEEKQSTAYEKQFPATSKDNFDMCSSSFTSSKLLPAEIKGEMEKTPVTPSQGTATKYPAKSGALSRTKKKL
Kir21 block: blocks the mouse Kir2.1 inward-rectifier potassium channel; P35561; HEK293-Kir2.1, FluxOR thallium flux fluorescence; active compounds read low; B-score at 10 µM; actives 0.85% (n = 310,000);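 active means fluorescence ratio B-score at or below minus 3 SD of library scores, with starting-brightness B-score within 2 SD, cut at about -4.2 in these data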;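 further: channel flux triggered by added potassium and thallium sulfate stimulus; B-score of peak minus minimum fluorescence over baseline after thallium stimulus; more negative B-score means stronger Kir2.1 block with less thallium influx; some compounds called inactive have numbers as strong as hits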
Target sequence (P35561 whole entry, looked up): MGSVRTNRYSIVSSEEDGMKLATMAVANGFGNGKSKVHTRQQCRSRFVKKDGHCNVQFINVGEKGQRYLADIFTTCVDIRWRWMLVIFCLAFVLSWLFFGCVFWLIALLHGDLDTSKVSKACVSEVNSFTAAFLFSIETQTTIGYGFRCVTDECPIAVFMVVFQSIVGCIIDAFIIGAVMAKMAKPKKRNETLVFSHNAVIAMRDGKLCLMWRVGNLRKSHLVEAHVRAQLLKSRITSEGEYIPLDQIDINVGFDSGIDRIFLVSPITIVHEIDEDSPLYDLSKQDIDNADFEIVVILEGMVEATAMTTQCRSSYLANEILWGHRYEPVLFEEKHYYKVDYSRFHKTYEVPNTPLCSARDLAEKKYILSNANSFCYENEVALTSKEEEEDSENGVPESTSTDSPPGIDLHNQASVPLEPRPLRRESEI
Numbers without * were called inactive.

Fc1cccc(CO/N=C/c2c(-c3ccccc3)nc3ccc(Cl)cn23)c1 was read as STK33 inh 1.5 and Kir21 block -0.09.
For COc1ccccc1NC(=O)CN1C(=O)NC2(CCCCCCC2)C1=O the results were STK33 inh -1.5 and Kir21 block 0.27.
Screening CCOCCCNC(=O)C(NC(=O)CNC(=O)c1ccccc1)c1ccccc1 (stereo not given) returned STK33 inh -1.7 and Kir21 block -0.7.
Screening C/C(=N/NC(=O)CNC(=O)c1ccccn1)c1ccccc1 returned STK33 inh 1.0 and Kir21 block 0.14.
CC(C)Cn1c(SCC(=O)c2c(N)n(C)c(=O)n(C)c2=O)nc2ccccc21 was read as STK33 inh 2.1 and Kir21 block 0.01.
`C/C(=N\NC(=O)COc1ccc(C(C)(C)C)cc1)c1cc2ccccc2o1` gave STK33 inh -1.2 and Kir21 block 0.68.
Cc1noc(C)c1COC(=O)/C=C/c1ccc(Cl)cc1 was read as STK33 inh 0.2 and Kir21 block 0.24.
Screening COc1ccc(-n2cnc3sc4c(c3c2=O)CCCC4)cc1 returned STK33 inh -1.2 and Kir21 block -1.1.
Screening CCNC(=S)N1CCCC(c2nc3ccc(C)cc3[nH]2)C1 (stereo not given) returned STK33 inh 0.5 and Kir21 block 1.2.
For C[C@@H]1CN([C@H](C)CO)C(=O)c2cc(NC(=O)Cc3cn(C)c4ccccc34)ccc2O[C@H]1CN(C)S(=O)(=O)c1ccc(F)cc1 the results were STK33 inh 0.2.
Screening Cc1cc(C)nc(N/N=C/c2cccc3ccccc23)n1 returned STK33 inh -1.8 and Kir21 block 0.17.
For CC1Cc2ccccc2N1C(=O)COC(=O)c1n[nH]c(=O)c2ccccc12 (stereo not given) the results were STK33 inh 0.1.
C=C(C)C1CC=C(C)/C(=N/NC(=O)c2cccc([N+](=O)[O-])c2)C1 (stereo not given) was read as STK33 inh -0.8 and Kir21 block 1.6.
For CCC(C)C(NC(=O)c1ccccc1NC(=O)c1ccco1)C(=O)NNC(=O)c1ccncc1 (stereo not given) the results were STK33 inh -1.7 and Kir21 block 2.5.
For CCC(O)CC(C(=O)NNc1ccccc1)C(=O)NNc1ccccc1 (stereo not given) the results were STK33 inh -0.4 and Kir21 block -0.58.

3 entries picked at random from those above, as already listed:
Screening Cc1cc(C)nc(N/N=C/c2cccc3ccccc23)n1 returned STK33 inh -1.8 and Kir21 block 0.17.
C=C(C)C1CC=C(C)/C(=N/NC(=O)c2cccc([N+](=O)[O-])c2)C1 (stereo not given) was read as STK33 inh -0.8 and Kir21 block 1.6.
Screening CCOCCCNC(=O)C(NC(=O)CNC(=O)c1ccccc1)c1ccccc1 (stereo not given) returned STK33 inh -1.7 and Kir21 block -0.7.

Sorted by number of heavy atoms (ascending): some entries from above
Cc1noc(C)c1COC(=O)/C=C/c1ccc(Cl)cc1 was read as STK33 inh 0.2 and Kir21 block 0.24.
Screening C/C(=N/NC(=O)CNC(=O)c1ccccn1)c1ccccc1 returned STK33 inh 1.0 and Kir21 block 0.14.
C=C(C)C1CC=C(C)/C(=N/NC(=O)c2cccc([N+](=O)[O-])c2)C1 (stereo not given) was read as STK33 inh -0.8 and Kir21 block 1.6.
CC(C)Cn1c(SCC(=O)c2c(N)n(C)c(=O)n(C)c2=O)nc2ccccc21 was read as STK33 inh 2.1 and Kir21 block 0.01.
For CCC(C)C(NC(=O)c1ccccc1NC(=O)c1ccco1)C(=O)NNC(=O)c1ccncc1 (stereo not given) the results were STK33 inh -1.7 and Kir21 block 2.5.
For C[C@@H]1CN([C@H](C)CO)C(=O)c2cc(NC(=O)Cc3cn(C)c4ccccc34)ccc2O[C@H]1CN(C)S(=O)(=O)c1ccc(F)cc1 the results were STK33 inh 0.2.

The list goes on.
`CN(CC(=O)N1CCC(C(N)=O)CC1)S(=O)(=O)c1ccc2ccccc2c1` gave STK33 inh -1.3 and Kir21 block 0.69.
`CC1CC(C)CN(C(=O)c2ccc(S(=O)(=O)N3CC(C)CC(C)C3)cc2)C1` (stereo not given) gave STK33 inh -1.5 and Kir21 block -0.82.
`CC(=O)c1cccc(OCC(=O)Nc2cc(Cl)ccc2-n2cncn2)c1` gave STK33 inh -2.4 and Kir21 block 2.4.
Screening COc1ccc(NC(=O)C(OC(=O)c2cnccn2)c2ccccc2)cc1Cl (stereo not given) returned STK33 inh -0.8 and Kir21 block -0.46.
Cc1cccc(-c2noc(-c3cc4ccccc4oc3=O)n2)c1 was read as STK33 inh -2.1 and Kir21 block 0.06.
Screening Fc1cccc(/C=N/Nc2nc3ccccc3[nH]2)c1 returned STK33 inh 1.3 and Kir21 block 0.72.
Screening CCOCCCNC(=S)N1CCN(Cc2ccco2)CC1 returned STK33 inh 0.3 and Kir21 block 1.2.
For O=C(c1ccco1)N1CCN(Cc2cc(=O)oc3cc(O)ccc23)CC1 the results were STK33 inh -0.6.
O=C1N/C(=N/N=C/c2ccccc2O)SC1Cc1ccc(F)cc1 (stereo not given) was read as STK33 inh -0.8 and Kir21 block 0.31.
O=C(COc1ncnc2ccccc12)c1ccc(Cl)cc1 was read as STK33 inh -0.6 and Kir21 block 0.39.
For COc1ccc(C)cc1NC(=O)C(OC(=O)c1cccc(S(=O)(=O)N(C)c2ccccc2)c1)c1ccccc1 (stereo not given) the results were STK33 inh -0.8 and Kir21 block 0.42.
Screening COC(=O)c1ccc(C)c(NC(=O)CSc2nnc3ccccn23)c1 returned STK33 inh -0.2.
Screening CCOC(=O)C1CCN(CCC(=O)Nc2ccc(Cl)cc2)CC1 returned STK33 inh -0.9 and Kir21 block 0.26.
`COc1ccc(-c2cc(=O)oc3c(C)c(OCC(=O)N(C)C)ccc23)cc1` gave STK33 inh -1.3 and Kir21 block 0.04.
Screening COc1ccc(-c2cc(C)nc(SCC(=O)c3cccc([N+](=O)[O-])c3)n2)cc1 returned STK33 inh 0.5 and Kir21 block -1.3.
`CC(C(=O)Nc1nncs1)N1C(=O)C2C3C=CC(C3)C2C1=O` (stereo not given) gave STK33 inh -0.3 and Kir21 block -0.1.
For Oc1ccc(N=C/C=C/c2cccc(Br)c2)cc1-c1nc2ccccc2s1 the results were STK33 inh 0.4 and Kir21 block 0.04.
`CC1CCC(NC(=O)c2ccc(S(C)(=O)=O)cc2)CC1` (stereo not given) gave STK33 inh -2.1 and Kir21 block 0.43.
For CN(C(=O)CSc1ncnc2sc3c(c12)CCCC3)C1CCS(=O)(=O)C1 (stereo not given) the results were STK33 inh 1.0.
`CC(C)C[C@H](NC(=O)OC(C)(C)C)C(=O)N[C@@H](CO)[C@H](O)[C@@H]1C[C@@H]1C(=O)NC1CCCCC1` gave STK33 inh -0.4 and Kir21 block -0.08.
`COc1ccc(CNCCNC(=O)c2cccs2)c(OC)c1OC` gave STK33 inh 1.0 and Kir21 block -0.06.
For COc1ccc(Oc2coc3cc(OC(=O)N4CCOCC4)ccc3c2=O)cc1 the results were STK33 inh -1.6 and Kir21 block -0.05.
Cc1cccc(COCC(Cc2ccccc2)N2CCN(C(=O)c3cc(Cl)cc(Cl)c3)CCC2=O)c1 (stereo not given) was read as STK33 inh -0.4 and Kir21 block 0.07.
N#Cc1ccccc1OCC(=O)OCC(=O)c1ccc2c(c1)NC(=O)CO2 was read as STK33 inh 0.4 and Kir21 block 0.07.
Cc1noc(C)c1NC(=O)Nc1cccc2c1O[C@@H](CN(C)Cc1ccc3c(c1)OCO3)[C@@H](C)CN([C@H](C)CO)C2=O was read as STK33 inh 0.2.
N#CCC(=O)Nc1ccc(C(F)(F)F)cc1N1CCOCC1 was read as STK33 inh 1.3 and Kir21 block -0.88.
`CC(C)(C)NC(=O)NC(=O)CSc1ncccn1` gave STK33 inh -2.4 and Kir21 block 0.68.
Screening O=C(COc1ncnc2ccccc12)NC1CCS(=O)(=O)C1 (stereo not given) returned STK33 inh -0.5 and Kir21 block 1.3.
C=CCN(C(=O)Cn1nc(C)n2c(cc3cc(C)ccc32)c1=O)c1ccccc1 was read as STK33 inh -1.3 and Kir21 block -0.95.
Cn1c(=O)[nH]c(=O)c2c1nc(N1CCN(Cc3ccccc3)CC1)n2CCSc1ncccn1 was read as STK33 inh -0.2 and Kir21 block -0.16.
`Cc1ccc(S(=O)(=O)Cc2ccccc2Cl)cc1` gave Kir21 block -0.91.
`CCOC(=O)C1(Cc2ccc(OC)cc2)CCN(C(=O)CCn2cccn2)CC1` gave STK33 inh -0.8 and Kir21 block -0.63.
Screening CCOC(=O)c1cnc2ccc(OCC)cc2c1NCc1ccccc1OC returned STK33 inh 1.1 and Kir21 block 0.95.
CCCCn1c(N)c(N(Cc2ccccc2OC)C(=O)c2cc(=O)[nH]c3ccccc23)c(=O)[nH]c1=O was read as STK33 inh -0.2 and Kir21 block -0.45.
O=C(C1CCCN(Cc2ccc(Br)cc2)C1)N1CCCCC1 (stereo not given) was read as STK33 inh -0.6 and Kir21 block -0.8.
For COc1ccc(CNC(=O)CCn2c(=O)oc3ccccc32)cc1 the results were STK33 inh -2.3 and Kir21 block 0.98.
`O=C(CCc1nc(-c2cccs2)no1)Nc1cnc2ccccc2c1` gave STK33 inh -1.1 and Kir21 block -0.07.
`COC(=O)C1=C(CSc2nc3ccccc3s2)NC(=O)NC1c1ccc(F)cc1` (stereo not given) gave STK33 inh 1.2 and Kir21 block 0.01.
For COc1ccccc1OCCSc1nc2ccc([N+](=O)[O-])cc2s1 the results were STK33 inh -2.7 and Kir21 block 0.33.
`COc1ccc(-c2ccc(/C=N/NC(=O)Cc3nnc(N)s3)o2)cc1Cl` gave STK33 inh 0.1 and Kir21 block -0.49.
O=C(O)c1ccccc1-c1ccccc1C(=O)Nc1cccc2ccccc12 was read as STK33 inh -2.1 and Kir21 block -0.13.
O=C(C1CC(=O)N(c2ccccc2)C1)N1CCN(c2ccc(F)cc2)CC1 (stereo not given) was read as STK33 inh 0.0 and Kir21 block 0.32.
For O=C(NCc1ccc(F)cc1)C1CCC(=O)N1C1CCCCC1 (stereo not given) the results were STK33 inh -0.2 and Kir21 block -0.94.
For CCN(CC)S(=O)(=O)c1ccc(OC)c(NC(=O)c2ccc([N+](=O)[O-])cc2)c1 the results were STK33 inh -1.5 and Kir21 block -2.2.
`O=C(COC(=O)c1ccc(Cl)cc1[N+](=O)[O-])NNC(=O)c1cccs1` gave STK33 inh -0.1 and Kir21 block -0.76.
Screening Cc1ccc2oc(C(=O)NCC(c3ccco3)N(C)C)c(C)c2c1 (stereo not given) returned STK33 inh -1.5 and Kir21 block -1.6.
For Cc1ccc(-c2nn(CC(=O)N(C)C)c(=O)c3ccccc23)cc1S(=O)(=O)N(C)C the results were STK33 inh -1.4 and Kir21 block 0.1.
Screening O=C(C1CCCCC1)N1CCC(O)(c2ccc(Cl)cc2)CC1 returned STK33 inh -2.5 and Kir21 block -0.98.
Screening CC(C1CC1)N(Cc1ccccc1)C(=S)Nc1ccccc1 (stereo not given) returned STK33 inh -0.5 and Kir21 block -0.75.
For Cc1nnc(NC(=O)C2CCN(C(=O)c3ccco3)CC2)s1 the results were STK33 inh 0.1 and Kir21 block 0.78.
CCN(CC)CCN=CC1=C(O)CNC1=O was read as STK33 inh -1.1 and Kir21 block -0.04.
Screening COc1cccc(C2=NCCc3cc4c(cc32)OCO4)c1OC returned STK33 inh -2.2 and Kir21 block 1.4.
Screening COC(=O)c1ccc(N/C=C/C(=O)c2ccccc2)cc1 returned STK33 inh -1.4 and Kir21 block 2.3.
Screening CCNC(=O)/C(=C\c1ccccc1)NC(=O)/C=C/c1ccccc1 returned STK33 inh -0.8 and Kir21 block 0.
Screening COC(=O)c1sc(S(=O)(=O)NCc2ccccc2)c(C(=O)OC)c1C returned STK33 inh 1.0 and Kir21 block -5.2*.
`CNC(=O)c1cccc2cccc(Sc3ccccc3C(=O)O)c12` gave STK33 inh -0.8 and Kir21 block -0.09.
Screening COC(=O)c1ccc(CSc2nnc3c(Cl)cc(Cl)cn23)o1 returned STK33 inh -2.9 and Kir21 block -2.9.
For CCCN(CCC)CCCNC(=O)CC(C(=O)N1CCc2ccccc21)n1ccnc1 (stereo not given) the results were STK33 inh -1.1 and Kir21 block 0.09.
For O=C(NC1CCCCCCC1)c1cc(-c2ccccn2)nc2ccccc12 the results were STK33 inh 0.0 and Kir21 block 1.2.
`O=C(NCc1ccncc1)c1c(F)c(F)c(F)c(F)c1F` gave STK33 inh 0.2 and Kir21 block 0.09.
`CCN1CCN(c2ccc(S(=O)(=O)N3CCCCC3)cc2NC(=O)c2ccc([N+](=O)[O-])o2)CC1` gave STK33 inh -1.7 and Kir21 block 0.15.
COC(=O)c1ccc(CSc2nc3ccccc3c(=O)n2N)cc1 was read as STK33 inh -0.3 and Kir21 block 0.14.
For COc1cccc(CNC(=O)c2ccc(C)c(S(=O)(=O)N3CCCCC3)c2)c1 the results were STK33 inh -2.8 and Kir21 block 0.46.
`Cc1ccc(S(=O)(=O)NC(CC(=O)n2nc(C)cc2C)c2ccccc2)cc1` (stereo not given) gave STK33 inh 0.6 and Kir21 block 0.75.
Screening O=C(/C=C/c1ccc([N+](=O)[O-])cc1)c1cccnc1 returned STK33 inh -0.6 and Kir21 block -4.3*.
`Cc1cc(N2CCN(c3ccc(C(F)(F)F)cc3[N+](=O)[O-])CC2)c2ccccc2n1` gave STK33 inh -0.6 and Kir21 block 0.
For COc1ccc(C2CC(C(F)(F)F)n3nc(C(=O)NCc4c(C)nn(C)c4C)c(Cl)c3N2)cc1 (stereo not given) the results were STK33 inh -1.1 and Kir21 block 2.
For Cc1nnsc1C(=O)Nc1ccc(S(=O)(=O)N2CCCC(C)C2)cc1 (stereo not given) the results were Kir21 block 0.71.
O=C(CSCc1ccccc1)NCCc1ccc(F)cc1 was read as STK33 inh -1.8 and Kir21 block 0.94.
For CC1CCN(S(=O)(=O)c2ccc3c(c2)N(CC(=O)NCCCN2CCCC(C)C2)C(=O)CO3)CC1 (stereo not given) the results were STK33 inh 1.7 and Kir21 block 0.99.
`CC(=O)Nc1cccc(NC(=O)CCNC(=O)c2ccccc2)c1` gave STK33 inh -0.2 and Kir21 block -0.36.

Rows were taken by chance; overall some 0.84% were active at least once.
